High-throughput results from PubChem.
CIT2-GFP yeast – yeast TOR pathway CIT2-GFP modulation. S. cerevisiae CIT2-GFP strain, flow cytometry, 3 h; 100 means same as DMSO wells. GFP response vs DMSO, % at 10 µM. actives 0.065% (n = 320,000). AID 2029;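 active means GFP response relative to DMSO above a set limit, near the screen mean plus 3 SD, cut at about 150% in these data; inconclusive means Fewer than 70 cells measured for a yeast strain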;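 further: ratio of well median GFP fluorescence to mean of DMSO wells on the plate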
Efflux pump inh – blocks antifungal efflux pumps in multiplex yeast assay; S. cerevisiae Candida pump triplex, Nile Red efflux; inhibition, % at 10 µM; actives 0.44% (n = 330,000); AID 485275;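 active means plate passing quality check with inhibition over a set limit, or well fluorescence over plate mean plus 4 SD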;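 further: Nile Red retained in pooled yeast measured as flow cytometry median fluorescence; 0% = buffer negative control and 100% = Enniatin B positive control; higher means more Nile Red kept so more efflux inhibition; some compounds called inactive have numbers as strong as hits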
AHR activator – activators of human aryl hydrocarbon receptor; P35869; AHR-responsive luciferase reporter cells, luminescence; activation, % at 5 µM; actives 2.5% (n = 320,000); in the data active means activation above about 47%;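 further: 0% = vehicle wells and 100% = reference agonist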
Target sequence (P35869 whole entry, looked up): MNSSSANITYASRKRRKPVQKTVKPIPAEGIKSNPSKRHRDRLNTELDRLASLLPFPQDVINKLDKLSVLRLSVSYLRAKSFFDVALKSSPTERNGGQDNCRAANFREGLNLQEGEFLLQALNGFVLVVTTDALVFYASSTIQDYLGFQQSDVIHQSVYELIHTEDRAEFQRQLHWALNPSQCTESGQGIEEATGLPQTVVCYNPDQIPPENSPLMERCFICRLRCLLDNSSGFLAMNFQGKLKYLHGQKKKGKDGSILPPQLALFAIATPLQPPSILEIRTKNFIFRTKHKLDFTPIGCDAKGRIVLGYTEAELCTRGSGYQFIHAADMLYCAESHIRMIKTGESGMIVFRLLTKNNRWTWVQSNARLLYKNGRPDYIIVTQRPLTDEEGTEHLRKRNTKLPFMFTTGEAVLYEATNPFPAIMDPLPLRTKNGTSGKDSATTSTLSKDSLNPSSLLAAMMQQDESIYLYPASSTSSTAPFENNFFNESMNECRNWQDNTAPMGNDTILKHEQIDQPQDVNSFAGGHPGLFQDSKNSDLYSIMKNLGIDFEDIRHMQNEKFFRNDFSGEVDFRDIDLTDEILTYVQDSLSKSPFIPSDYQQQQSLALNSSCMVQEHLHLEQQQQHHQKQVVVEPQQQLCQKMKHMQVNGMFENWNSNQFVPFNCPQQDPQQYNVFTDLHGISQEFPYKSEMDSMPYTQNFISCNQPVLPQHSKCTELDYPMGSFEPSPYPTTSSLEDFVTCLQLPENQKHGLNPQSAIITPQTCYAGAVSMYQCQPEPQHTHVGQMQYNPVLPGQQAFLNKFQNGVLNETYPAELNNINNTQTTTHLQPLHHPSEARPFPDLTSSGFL
Yeast superoxide – yeast age-related superoxide inhibition as caloric restriction mimetic | S. cerevisiae aged cells, superoxide DHE fluorescence; active compounds read low | AID 2690 | actives 0.18% (n = 330,000) | superoxide response (% of plate mean), % at 10 µM;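 active means superoxide response under a set limit, about three screen SD below normal, cut at about 65% in these data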;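 further: yeast aged for seven days with compound at 30 °C before DHE staining; 100% = average MFI of all compound-treated wells on the plate with controls excluded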
MEP2 TOR yeast – modulators of TOR pathway MEP2-GFP in S. cerevisiae; S. cerevisiae MEP2-GFP strain, flow cytometry GFP, 3 h; 100% = DMSO control level; GFP response vs DMSO, % at 10 µM; actives 0.51% (n = 330,000); AID 2016;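 active means GFP response versus DMSO above a set limit, roughly screen mean plus 3 SD, cut at about 180% in these data; inconclusive means fewer than 70 cells counted for a yeast strain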;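 further: median GFP fluorescence of the barcode-gated MEP2-GFP cells per well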
AGP1 TOR yeast – alters AGP1-GFP fluorescence in TOR pathway yeast screen; GFP response vs DMSO, % at 10 µM; S. cerevisiae AGP1-GFP multiplex flow cytometry, 3 h; GFP as percent of DMSO wells; actives 0.02% (n = 320,000);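 active means GFP response relative to DMSO above a set limit, near screen average plus 3 SD, cut at about 150% in these data; inconclusive means fewer than 70 cells counted for the yeast strain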;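 further: median GFP channel fluorescence of the gated AGP1 strain per well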
LAP4-GFP MLPCN – modulators of TOR pathway LAP4-GFP in S. cerevisiae. S. cerevisiae LAP4-GFP multiplex, flow cytometry GFP, 3 h; median GFP as percent of DMSO wells. GFP response vs DMSO, % at 10 µM. actives 0.34% (n = 320,000). AID 2023;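 active means GFP response vs DMSO above a set limit, about the screen mean plus 3 SD, cut at about 150% in these data; inconclusive means under 70 cell events counted for the yeast strain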
RPL19A-GFP yeast – yeast TOR pathway RPL19A-GFP modulation | S. cerevisiae RPL19A-GFP strain, flow cytometry, 3 h; active compounds read low | percent response vs DMSO, % at 10 µM | actives 0.3% (n = 330,000) | AID 2025;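 active means percent response vs DMSO below 50%; inconclusive means fewer than 70 events counted for the yeast strain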;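 further: median channel GFP fluorescence of the barcoded RPL19A-GFP strain; ratio of sample median GFP to plate DMSO average so 100% = DMSO; lower means less RPL19A-GFP as with rapamycin TOR inhibition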
* marks the source's active call; other numbers are inactive results; i = inactive; ? = inconclusive; . = not tested or not shown; [ ] = dose if it differs, or a comment.

nr	Molecule	RPL19A-GFP yeast	Efflux pump inh	MEP2 TOR yeast	AHR activator	CIT2-GFP yeast	Yeast superoxide	AGP1 TOR yeast	LAP4-GFP MLPCN
1	O=C(CSc1nnc2ccc3ccccc3n12)N1CCOCC1	103	-0.1	107	5	109	88	105	96
2	COC(=O)c1ccccc1NC(=O)c1cc2sccc2n1C	94	0.3	101	65*	99	67	99	96
3	Cc1ccc(C(=O)Nc2nc3ccc(S(C)(=O)=O)cc3s2)o1	103	-0.1	106	3	106	90	106	99
4	OCCNCCNCc1ccc(-c2ccccc2)cc1	107	0.1	107	-1	105	107	101	103
5	COc1ccc(Nc2cc3n(c(=O)n2)CCc2cc(OC)c(OC)cc2-3)c(C)c1	103	0.2	105	8	96	98	91	89
6	Cc1ccc(NCC(=O)Nc2cccc(F)c2)cc1S(=O)(=O)N1CCCCCC1	104	0.1	109	13	103	96	110	105
7	Nc1ccc(N=Nc2ccccc2)c(N)n1	102	0.4	92	3	104	122	88	115
8	CCOc1cc(C)c(Cl)cc1S(=O)(=O)n1ccnc1	100	-0.1	101	0	98	95	96	106

The list continues:
nr	Molecule	RPL19A-GFP yeast	Efflux pump inh	MEP2 TOR yeast	AHR activator	CIT2-GFP yeast	Yeast superoxide	AGP1 TOR yeast	LAP4-GFP MLPCN
9	O=C(CCNS(=O)(=O)c1ccc(Cl)cc1)NCc1cccnc1	29*[may fluoresce violet]	-0.2	252*[may fluoresce violet]	1	?	106	?	118[may fluoresce violet]
10	Cc1ccc(N2C(=O)CC(NNC(=O)Cc3ccc(F)cc3)C2=O)cc1Cl (configuration not stated)	101	0.5	102	1	90	99	104	104
11	COc1ccc([N+](=O)[O-])cc1N(CC(O)CN(CC(C)C)CC(C)C)S(=O)(=O)c1ccc(C)cc1 (configuration not stated)	99	0.1	101	1	96	106	103	101
12	CC1Cc2ccccc2N1Cc1cc(=O)c(OCC(=O)NCCc2ccccc2)co1 (configuration not stated)	98	0.1	105	-2	97	108	105	112
13	CCc1cc(C(=O)c2ccc(OC)cc2)c(NC(=O)CN2CCCC2)s1	96	-0.1	97	0	100	i	106	110
14	Cc1cc2c(cc1S(=O)(=O)N1CCN(c3ccc(Cl)cc3)CC1)OCCN2C	91	-0.2	89	2	83	97	96	97
15	COCCN1C(=O)N[C@@H](c2cccs2)C(C(C)=O)=C1C	107	-0.1	105	4	96	103	98	107
16	Cc1cc(N(C)C)c(C#N)c(NCc2ccccc2)n1	98	0.7	108	9	98	116	96	98

Later entries:
nr	Molecule	RPL19A-GFP yeast	Efflux pump inh	MEP2 TOR yeast	AHR activator	CIT2-GFP yeast	Yeast superoxide	AGP1 TOR yeast	LAP4-GFP MLPCN
17	C=CCn1c(CCc2cc(C(C)(C)C)c(O)c(C(C)(C)C)c2)n[nH]c1=S	100	0.2	109	0	104	88	97	100
18	CC(C)=C1SC(N2CCN(Cc3ccccc3)CC2)=NC1=O	98	-0.1	104	0	93	105	108	100
19	CCOC(=O)c1ccccc1NC(=O)COC(=O)CN1C(=O)NC2(CCCC2)C1=O	103	0.1	106	-2	100	110	105	108
20	COc1ccc(N2CCN(C(=O)CSc3nnnn3C3CC3)CC2)cc1	100	0.1	106	4	99	99	106	112
21	Cc1nn2c(NCCCN(C)C)c3c(nc2c1-c1ccccc1)CCC3	107	0.2	108	11	102	101	106	101
22	CC1(C)O[C@@H]2[C@H](O1)[C@@H](CO)O[C@H]2n1c(N2CCCCC2)nc2c(N)ncnc21	111	-0.1	103	0	105	100	110	106
23	COc1ccc(/C=C2\CC/C(=C\c3ccc(OC)c(OC)c3)C2=O)cc1OC	108	-0.2	93	0	111	108	95	89
24	CCOC(=O)/C=C1\SCC(=O)N1CC(=O)NC(C)c1ccccc1 (configuration not stated)	100	0.0	101	0	81	98	84	99

Continued.
nr	Molecule	RPL19A-GFP yeast	Efflux pump inh	MEP2 TOR yeast	AHR activator	CIT2-GFP yeast	Yeast superoxide	AGP1 TOR yeast	LAP4-GFP MLPCN
25	Cc1nn(-c2ccccc2)c2c1C(c1ccc([N+](=O)[O-])cc1)C(C#N)=C(N)O2 (configuration not stated)	101	-0.2	95	2	102	111	103	94
26	CCOc1ccc(S(=O)(=O)N(CC(=O)NC2CCCC2)c2ccc(F)cc2)cc1	101	-0.2	114	0	96	111	96	111
27	O=C(CC(NS(=O)(=O)c1ccc(Cl)cc1)c1ccco1)NCc1cccnc1 (configuration not stated)	97	0.1	100	3	89	118	99	95
28	CCOCCCn1c(=NC(C)=O)c(C#N)cc2c(=O)n3ccccc3nc21	96	0.0	89	-4	112	89	116	97
29	O=C(CSc1nnc(-c2ccco2)o1)Nc1ccccc1Cl	99[may fluoresce green]	-0.8	96[may fluoresce green]	-3	107[may fluoresce green]	102	95[may fluoresce green]	92[may fluoresce green]
30	CNS(=O)(=O)c1cc(OC)ccc1OC	91	-0.1	95	-4	97	99	97	102
31	CS(=O)(=O)Cc1ccc(C(=O)NC2CCCc3ccccc32)cc1 (configuration not stated)	103	0.0	103	1	105	96	100	97
32	COc1ccc(CNC(=O)COC(=O)c2ccc3ncsc3c2)cc1OC	96	0.1	95	11	94	111	98	97

Further compounds:
nr	Molecule	RPL19A-GFP yeast	Efflux pump inh	MEP2 TOR yeast	AHR activator	CIT2-GFP yeast	Yeast superoxide	AGP1 TOR yeast	LAP4-GFP MLPCN
33	CCOC(=O)c1c(-c2ccc(OC)cc2)csc1NC(=O)CSc1ncnc2sccc12	104	0.0	103	25	104	97	96	89
34	COc1ccc(N(CC(=O)Nc2cccc(SC)c2)S(C)(=O)=O)cc1	101	-0.2	105	10	111	90	107	102
35	S=C(NC1CCCCC1)N1CCOCC1	103	-0.1	100	-1	102	102	110	115
36	O=C(CCNC(=O)c1ccccc1Cl)Nc1cc(S(=O)(=O)N2CCOCC2)ccc1N1CCCC1	95	-0.2	96	1	100	103	99	100
37	O=C(NNC(=O)c1ccc(O)c(Cl)c1)c1cccc(S(=O)(=O)N2CCOCC2)c1	99	-0.2	103	5	108	85	96	99
38	CCOc1ccc2nc(N/C(N)=N/C(=S)Nc3ccc(OC)cc3)nc(C)c2c1	95	0.1	98	64*	95	85	96	105
39	COc1ccc(C(c2c(NC(=O)c3ccccc3)sc(C)c2C)N2CCN(CCO)CC2)cc1 (configuration not stated)	99	0.0	97	4	94	90	95	86
40	Nc1nc2n(n1)C(c1cccc(Cl)c1)CC(c1ccc(F)cc1)N2 (configuration not stated)	98	0.5	105	4	93	103	98	98

New compounds follow.
nr	Molecule	RPL19A-GFP yeast	Efflux pump inh	MEP2 TOR yeast	AHR activator	CIT2-GFP yeast	Yeast superoxide	AGP1 TOR yeast	LAP4-GFP MLPCN
41	CC(Nc1n[nH]c(=O)[nH]c1=O)C(=O)N/N=C/c1ccccc1 (configuration not stated)	95	-0.1	94	1	103	90	98	98
42	CCN(CC)CCCNC(=O)c1ccc(Cl)c(S(=O)(=O)Nc2ccccc2OC)c1	104	-0.3	104	0	105	82	109	106
43	Cc1ccc(NC(=O)CN(C)CC(=O)Nc2ccc(F)c(F)c2F)c(Cl)c1	98	-0.2	107	2	98	96	103	103
44	Cc1c(NC(=O)CN2CCN(C(c3ccccc3)c3ccccc3)CC2)c(=O)n(-c2ccccc2)n1C	27*[may fluoresce violet]	0.0	487*[may fluoresce violet]	-3	?	90	?	94[may fluoresce violet]
45	COC(=O)CN(c1ccc(C)cc1)S(=O)(=O)c1c(C)[nH]c(=O)[nH]c1=O	101	-0.2	104	0	106	94	113	98
46	Cc1ccc(S(=O)(=O)N2CCCC2C(=O)NCc2ccco2)cc1 (configuration not stated)	98	0.0	97	0	105	87	100	101
47	CCC(C)NC(=O)CC1Oc2ccc(C)cc2NC1=O (configuration not stated)	101	-0.1	105	-2	104	92	110	102
48	O=C(CN1CCCc2ccccc21)NCc1ccc2c(c1)OCO2	100	0.1	113	24	112	114	107	104

Further structures
nr	Molecule	RPL19A-GFP yeast	Efflux pump inh	MEP2 TOR yeast	AHR activator	CIT2-GFP yeast	Yeast superoxide	AGP1 TOR yeast	LAP4-GFP MLPCN
49	O=C(NCc1ccco1)/C(=C/C=C\c1ccccc1)NC(=O)c1ccc(Br)o1	101	7.6*	96	11	98	108	101	98
50	CCCc1nc(SCC(=O)Nc2nnc(CC)s2)c2c(C)c(C)sc2n1	96	0.0	99	-2	98	111	98	102
51	O=C(CN1C(=O)/C(=C/c2ccccc2F)Sc2ccccc21)NCC1CCCO1 (configuration not stated)	97	-0.1	98	3	97	106	96	93
52	Cc1ccc(OCCN2CCN(C(=O)CCC(=O)Nc3nnc(CC(C)C)s3)CC2)cc1	43*[may fluoresce violet]	0.2	355*[may fluoresce violet]	1	?	77	?	77[may fluoresce violet]
53	Cc1ccc(S(=O)(=O)N2CCOCC2)cc1NC(=O)COC(=O)Cn1c(C)csc1=O	104	-0.1	98	0	102	89	113	106
54	CCOC(=O)c1nn(-c2c(C)n(C)n(-c3ccccc3)c2=O)cc1O	?	-0.1	89[may fluoresce red]	6	86[may fluoresce red]	85	91[may fluoresce red]	100[may fluoresce red]
55	CCOc1ccc(C=Nc2cccc3ncccc23)cc1	104	-0.1	104	32	104	112	100	88
56	COC(=O)c1c(C(=O)OC)c(C)n(Cc2cccnc2)c1C	100	0.0	94	-1	86	109	98	104

Next part.
nr	Molecule	RPL19A-GFP yeast	Efflux pump inh	MEP2 TOR yeast	AHR activator	CIT2-GFP yeast	Yeast superoxide	AGP1 TOR yeast	LAP4-GFP MLPCN
57	Cc1nn(Cc2ccc(Cl)cc2Cl)c(C)c1NC(=O)c1nn(C)cc1Cl	96	-0.1	97	0	94	76	103	103
58	COCCN=C1Sc2nc3ccc(C)cc3cc2CN1Cc1ccco1	96	0.0	101	6	100	93	96	95
59	Cc1ccc(NC(=O)CCN2C(=O)C3CC=CCC3C2=O)cc1Cl (configuration not stated)	95	-0.3	95	-2	91	87	94	96
60	Cc1c(C)c2ccc(OCC(=O)N3CCOCC3)c(C)c2oc1=O	97	-0.1	93	-3	96	93	99	89
61	O=C(N1CCOCC1)N1CCCN(C(=O)N2CCOCC2)CC1	101	-0.1	103	-2	95	97	102	107
62	Cc1c(C)c2c(OCC(=O)NCc3cccnc3)cc3c(c2oc1=O)CCC(C)(C)O3	100	0.1	98	2	95	105	102	106
63	CCCCn1c(N)c(N(CCOC)C(=O)c2cc(-c3ccc(OC)c(OC)c3)nc3ccccc23)c(=O)[nH]c1=O	100	0.1	102	-1	94	113	109	103
64	CC(=O)c1ccccc1OCCCOc1cccc2cccnc12	103	0.0	105	8	104	104	98	100

The list goes on:
nr	Molecule	RPL19A-GFP yeast	Efflux pump inh	MEP2 TOR yeast	AHR activator	CIT2-GFP yeast	Yeast superoxide	AGP1 TOR yeast	LAP4-GFP MLPCN
65	CNc1nnc(-c2ccncc2)s1	104	-0.2	99	1	97	113	112	97
66	OCc1cn(-c2ccc(Cl)cc2)nn1	93	0.2	98	0	100	112	95	101
67	Cc1sc(=NC(=O)c2ccco2)n(C)c1-c1ccccc1	93	-0.1	95	-3	89	103	88	102
68	CCOC(=O)CN1C(=O)COc2ccc(Cl)cc21	96	0.1	102	6	95	123	.	96
